ERp5 inh = inhibitors of ERp5-driven insulin aggregation, primary screen, biochemical, turbidity, absorbance 650 nm, single point. inhibition, % at 9.99 µM. Protein disulfide-isomerase A6 (Homo sapiens), Q15084. 90 min. hit rate 0.05% among 350,000. AID 651711, 2012;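 active means mean replicate inhibition above about 25%, with every replicate also reaching it, limit read from the data, passing the limit was not always enough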
Target sequence (Q15084 whole entry, looked up): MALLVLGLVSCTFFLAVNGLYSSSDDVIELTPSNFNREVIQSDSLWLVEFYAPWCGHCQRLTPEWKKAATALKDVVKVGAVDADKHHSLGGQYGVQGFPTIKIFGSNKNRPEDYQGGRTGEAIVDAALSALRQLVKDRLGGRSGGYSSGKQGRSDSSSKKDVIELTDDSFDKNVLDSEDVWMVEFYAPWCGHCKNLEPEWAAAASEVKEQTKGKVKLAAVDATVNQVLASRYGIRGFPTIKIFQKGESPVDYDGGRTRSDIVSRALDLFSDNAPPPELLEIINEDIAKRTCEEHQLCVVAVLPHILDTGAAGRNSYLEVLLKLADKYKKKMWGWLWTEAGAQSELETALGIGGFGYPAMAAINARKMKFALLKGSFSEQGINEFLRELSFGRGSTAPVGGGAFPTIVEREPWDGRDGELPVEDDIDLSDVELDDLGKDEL
ERAP1 HTS inh = human ERAP1 aminopeptidase inhibitors, primary screen, biochemical, single point, plate reader. Endoplasmic reticulum aminopeptidase 1 (Homo sapiens), Q9NZ08. recombinant ERAP1, Leu-AMC fluorescence, 60 min. inhibition, % at 10.7 µM. hit rate 0.15% among 340,000. AID 652197, 2013;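 active means mean replicate inhibition of at least 30%, or all replicates individually reaching that 30% level; inactive means mean below 30% and not every replicate reaching it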;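 further: 0% = neutral control wells and 100% = L-leucinethiol positive control wells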
Xi reactivation = activators of inactive X chromosome reactivation, primary screen, imaging, XiGFP fibroblasts, GFP high-content imaging, set 2. hit rate 0.055% among 360,000. AID 743238, 2013. XiGFP mouse fibroblasts, % GFP-positive cells imaging, 3 d; cells co-treated with 5-aza-dC sensitizer; scaled so ellipticine positive control = 100%. activation, % at 7.58 µM;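 active means mean normalized replicate activation at least 10% and every replicate at or above 10%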;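 further: 0% = median of on-plate neutral control wells and 100% = ellipticine 6 µM median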
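Material: XiGFP fibroblasts, SV40-immortalized; Buffer or medium: DMEM containing 5-aza-dC; Compound dosing: single point; Times: 3 days compound exposure.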
S100A4 inh HTS = inhibitors of S100A4-myosin IIA peptide binding, primary screen, biochemical, fluorescence polarization, TAMRA-MyoIIA peptide. Protein S100-A4 (Homo sapiens), P26447. inhibition, % at 10.7 µM. hit rate 0.14% among 360,000. AID 652163, 2013;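 active means mean inhibition of at least 70% across replicates, with every replicate also reaching that level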
Target sequence (P26447 whole entry, looked up): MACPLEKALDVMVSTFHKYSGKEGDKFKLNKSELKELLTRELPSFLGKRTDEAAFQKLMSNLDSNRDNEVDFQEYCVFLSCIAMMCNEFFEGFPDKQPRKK
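Test system: S100A4 monomer protein; Medium: HEPES pH 7.2 with CaCl2, KCl, NaCl, DTT, Triton; Probe or stimulus: TAMRA-labelled myosin IIA heavy-chain peptide probe, 5 nM; Doses: one dose per compound; Times: polarization read 5 min after assay mix addition, stable 5–60 min; Benchmarks: neutral control DMSO, positive control TFP.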
RAD52 inh = RAD52 DNA annealing inhibitors, primary screen, biochemical, FRET, single point, set 2; DNA repair protein RAD52 homolog (Homo sapiens), P43351; recombinant RAD52 DNA annealing, FRET fluorescence; inhibition, % at 18.7 µM; hit rate 0.46% among 360,000; AID 651710, 2012;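 active means every replicate showing at least 50% inhibition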
Target sequence (P43351 whole entry, looked up): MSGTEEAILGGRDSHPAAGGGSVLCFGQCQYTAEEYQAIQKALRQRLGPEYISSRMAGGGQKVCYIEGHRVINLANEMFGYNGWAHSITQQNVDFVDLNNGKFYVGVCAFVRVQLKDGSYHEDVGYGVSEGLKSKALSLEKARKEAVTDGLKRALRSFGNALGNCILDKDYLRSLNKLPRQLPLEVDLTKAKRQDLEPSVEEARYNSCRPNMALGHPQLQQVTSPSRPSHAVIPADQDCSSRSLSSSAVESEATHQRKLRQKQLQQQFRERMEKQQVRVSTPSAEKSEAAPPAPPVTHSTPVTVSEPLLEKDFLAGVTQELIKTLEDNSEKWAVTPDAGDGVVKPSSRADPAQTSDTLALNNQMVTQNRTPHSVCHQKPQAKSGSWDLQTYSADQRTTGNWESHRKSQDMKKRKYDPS
E-selectin induc = E-selectin induction in HUVECs, primary screen, imaging, HUVEC, immunofluorescence imaging, single point; normalized: neutral wells 0, TNF-alpha wells 100; AID 686992, 2013; hit rate 0.37% among 260,000; P16581; activation, % at 7.58 µM;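 active means mean E-selectin-positive cell signal at least 10% of the positive control, reached in at least 60% of replicates, without over 20% cell loss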;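 further: in these data hits start at about 27%; measured in HUVEC primary endothelial cells; signal is the percent of cells scored E-selectin positive by PE staining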
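Test system – human umbilical vein endothelial cells (HUVEC), E-selectin induction · Input – 3,000 HUVEC seeded per well · Buffer or medium – EGM-2, gelatin · Compound dosing – single-point compound dose · Detection – immunofluorescence imaging · Measure – percent E-selectin-positive cells · Controls – TNF-alpha high, DMSO low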
esBAF inh = Bmi1 luciferase reporter increase in mESCs, primary screen, esBAF inhibitor project, mouse ES cells, Bmi1 luciferase knock-in, single point; AID 602393, 2012; hit rate 2% among 350,000; reporter increase, % at 12.5 µM; 24 h; 100% = twice the neutral-well signal; in the data active means activation above about 40%;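 further: 0% = median of the plate's neutral control wells and 100% = double that signal; a rise in the Bmi1 reporter signal indicates esBAF inhibition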
RAD54 inh = inhibitors of human RAD54 branch migration, primary screen, biochemical, fluorescence, single point | DNA repair and recombination protein RAD54-like (Homo sapiens), Q92698 | RAD54 Holliday junction branch migration, FAM/BHQ fluorescence | inhibition, % at 10.4 µM | hit rate 0.14% among 360,000 | AID 602329, 2012;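 active means mean normalized replicate activity at least 40 and at least half of replicates scoring 40 or more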;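 further: 0% = median of neutral control wells and 100% = median of positive control wells; inhibitors cause a drop in the FAM fluorescence signal; in these data hits start at about 50%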
Starred values were filed as active, the others as inactive; · = no result given; & = joins results of further samples.

molecule,S100A4 inh HTS,E-selectin induc,ERp5 inh,esBAF inh,Xi reactivation,ERAP1 HTS inh,RAD52 inh,RAD54 inh
C[C@@H]1CN([C@@H](C)CO)C(=O)c2cccc(NS(=O)(=O)c3ccc(Cl)cc3)c2O[C@H]1CN(C)Cc1ccc(C(=O)Nc2ccccc2N)cc1,14.2,0.1,1.9,·,0.2,1.4,2.9,·
C/C=C/c1ccc([C@@H]2[C@H](CO)N(S(C)(=O)=O)C23CN(C(=O)CC)C3)cc1,4.9,0.3,0.7,·,0.0,0.1,-10.0,·
O=C(O)C1CCC(CNS(=O)(=O)c2ccccc2)CC1 (centres undefined),3.6,0.2,7.9,-0.8,0.0,0.6,-3.6,-6.6
CCNC(=O)C[C@H]1CC[C@@H]2[C@H](COC[C@@H](O)CN2C(=O)C2CC2)O1,5.3,-0.1,0.9,2.9,0.1,2.7,5.0,4.0
COc1ccc(NC(=O)C(c2ccccc2)n2c(=O)c(-c3cc4ccccc4[nH]3)nc3ccccc32)cc1 (centres undefined),6.0,8.9,-0.2,·,0.2,·,-41.4,·
COc1ccc(S(=O)(=O)N2CCC(C(=O)N[C@H](C(=O)NCc3ccco3)C(C)C)CC2)cc1,-0.3,·,0.4,-1.5,0.2,2.2,-1.7,3.4
CC(C)C[C@H]1CNC(=O)C(=O)N1C[C@H](Cc1ccc(O)cc1)NC(=O)Cc1ccccc1,-3.5,0.1,6.3,·,-0.1,-2.3,-5.0,·
O=C(C[C@H]1CC[C@@H](NC(=O)c2cccnc2)[C@@H](CO)O1)NCc1ccc(Cl)c(Cl)c1,-8.8,0.0,2.5,-3.7,0.6,0.0,1.7,4.1
COc1ccc(C#Cc2ccc([C@H]3[C@@H](CO)N4C(=O)CN(C(=O)c5cccnc5)C[C@H]34)cc2)cc1,-11.7,-0.2,-1.7,·,-0.1,1.6,-28.4,·
COc1ccc(N2CC(C(=O)N[C@H](C(=O)NC3CCCCC3)C(C)C)CC2=O)cc1 (some centres undefined),-1.8,·,-2.4,2.9,0.0,-0.8,8.0,-12.9
C[C@H]1CN([C@@H](C)CO)C(=O)c2cc(NS(=O)(=O)c3ccc(F)cc3)ccc2O[C@@H]1CN(C)CC1CC1,-0.9,-3.0,-3.6,1.6,-0.4,1.4,-5.0,7.6
Cc1c(C(=O)N2CCOCC2)c(S(=O)(=O)Nc2ccccc2)c(C)n1C,-5.7,·,-1.6,-5.7,0.0,6.6,2.7,-9.1
Cc1noc(C)c1S(=O)(=O)N(C)C[C@H]1Oc2ccc(NC(=O)Nc3ccc4c(c3)OCO4)cc2CC(=O)N([C@@H](C)CO)C[C@H]1C,-1.4,0.8,-0.4,-2.7,0.0,2.3,-5.0,-0.3
O=C(NCC[C@H]1CC[C@H](NC(=O)C2CC2)[C@@H](CO)O1)Nc1ccc(C(F)(F)F)cc1,-0.5,-0.4,-0.6,-1.5,0.5,-3.3,30.3,16.5
CCC(=O)N1C[C@@H](C)[C@@H](OC)CN(C)C(=O)c2cc(NC(=O)c3ccccc3)ccc2OC[C@@H]1C,0.9,-0.2,-1.7,-2.2,-0.2,0.7,-4.6,-3.2
O=C(Nc1ccccc1Cl)C1CCCN(S(=O)(=O)c2ccc(-n3cnnn3)cc2)C1 (centres undefined),-4.5,·,2.0,-3.4,0.0,0.1,-4.0,-7.5
O=S(=O)(NCC[C@H]1CC[C@@H](NS(=O)(=O)c2cccc(F)c2)[C@H](CO)O1)c1cccc(F)c1,-10.0,-0.2,12.6,·,0.4,0.1,-3.0,·
C[C@@H]1CN([C@@H](C)CO)C(=O)Cc2cc(NC(=O)Cc3cn(C)c4ccccc34)ccc2O[C@@H]1CN(C)Cc1ccccc1,6.7,-0.2,5.8,0.2,0.1,3.3,13.1,0.6
CCCCNc1nc(N)ncc1[N+](=O)[O-],1.7,0.6,-4.1,-3.0,0.3,2.4,-4.5,3.0
CCc1cccc(C)c1NC(=S)N1CCCCC1c1cccnc1 (centres undefined),-0.9,·,0.2,-13.9,-0.1,-1.0,-6.4,-12.5
COc1ccc(C#Cc2ccc3c(c2)[C@H]2[C@H](CCN2S(=O)(=O)c2cccc(OC)c2)[C@H](CO)N3C)cc1,-1.5,-0.6,5.3,7.9,0.0,-1.4,62.1*,7.7
C[C@H]1CCCCO[C@H](CN(C)C(=O)c2ccccc2)[C@@H](C)CN([C@@H](C)CO)C(=O)c2cc(NC(=O)C3CCCCC3)ccc2O1,3.1,-0.3,-2.7,-1.0,0.0,-2.2,-10.2,-28.7
O=C(C[C@H]1CC[C@@H](NC(=O)Cc2ccccn2)[C@@H](CO)O1)NCCc1ccncc1,-1.1,0.6,4.9,-1.2,0.1,-0.7,-6.0,-0.8
Nc1nc(SCC(=O)Nc2ccc(C(F)(F)F)cc2)[nH]c(=O)c1NC(=O)c1ccc(F)c(F)c1,-4.3,0.2,2.7,-0.9,0.5,2.2,-2.3,-12.2
C[C@H](NC(=O)C[C@@H]1CC[C@H]2[C@@H](COC[C@H](O)CN2C)O1)c1ccccc1,-4.3,-0.1,-3.0,-0.9,0.2,0.7,-6.5,-1.2
COc1ccc(/C=C/C(=O)N(CC(C)C)C2CCS(=O)(=O)C2)cc1 (centres undefined),-8.0,-0.1,1.4,-3.7,-0.1,-3.2,-0.4,-9.2
COc1cc(/C=C(\C#N)C(=O)NCC2CCCO2)ccc1OCC(N)=O (centres undefined),-19.3,·,1.7,·,0.2,-1.2,-11.2,·
COc1ccc(CCN2CCCC(CN(C)C(=O)c3cc(C)oc3C)C2)cc1 (centres undefined),-8.9,-0.1,3.1,72.1*,0.0,-5.1,-21.9,-1.4
CN(C)c1ccsc1C(=O)NNS(=O)(=O)c1ccc(Cl)cc1,4.5,·,-1.0,·,-0.1,-4.5,-5.6,-0.2
O=C(NCc1ccc(F)cc1)[C@@H]1[C@@H](CO)[C@@H]2Cn3c(cccc3=O)[C@@H]2N1CCC(F)(F)F,64.9,-0.3,-2.0,2.9,0.3,-3.2,-5.2,7.2
OC[C@@H]1[C@@H](c2ccc(-c3ccccc3F)cc2)[C@H]2CN(Cc3ccncc3)CCCCN12,-8.1,-0.2,1.0,·,0.0,2.1,2.3,-6.1
CN(c1cccc(NC(=O)c2ccc(C(C)(C)C)cc2)c1)S(C)(=O)=O,-8.1,3.7,2.3,72.8*,0.1,0.9,-9.8,1.1
COc1ccccc1CNC(=O)N/C=C/c1ccc(Cl)cc1,2.2,3.5,-5.2,1.2,0.0,-1.5,-12.5,7.3
C=CCN1C(=O)C(Cc2ccccc2Cl)SC1=Nc1ccc(C(=O)O)cc1 (centres undefined),-7.4,5.8,2.8,-1.7,·,·,-12.0,-5.5
CC(C)CC#Cc1ccc([C@H]2[C@H]3CN(C(=O)c4ccc5c(c4)OCO5)CCCCN3[C@H]2CO)cc1,6.4,-0.5,-7.2,·,-0.1,-0.5,-27.5,0.1
CN1C(=O)c2cc(NC(=O)c3ccc(F)c(F)c3)ccc2OC[C@H]2O[C@@H](CC(=O)N[C@@H]3CCN(Cc4ccccc4)C3)CC[C@H]21,6.8,0.0,5.1,3.2,0.1&0.1,-0.5,-3.7,-1.8
CN1C(=O)/C(=N/OC(=O)c2ccccc2Br)c2ccccc21,2.0,1.1,0.7,·,0.0,2.3,-2.9,·
CC(=O)CC(=O)Nc1ccc(C(N)=O)cc1,-7.1,3.6,1.7,·,-0.1,-3.7,-13.4,·
C[C@@H]1CN([C@@H](C)CO)C(=O)c2cc(NC(=O)NC3CCCCC3)ccc2O[C@@H]1CN(C)C(=O)Nc1cccc2ccccc12,-10.2,0.0,2.1,-1.7,-0.4,0.3,13.6,-7.0
O=[N+]([O-])c1ccc2cn[nH]c2c1,3.1&-1.8,0.1,4.2,6.8,-0.1,-1.0,-2.3,3.9
C/C=C/c1ccc([C@@H]2[C@H](CO)N(C(C)=O)[C@H]2CNC(=O)CC2CC2)cc1,1.8,-0.1,14.5,4.0,0.2,-2.4,-12.0,-6.0
CNC[C@H]1Oc2c(NS(=O)(=O)c3ccc(Cl)cc3)cccc2C(=O)N([C@@H](C)CO)C[C@@H]1C,11.8,-0.1,2.0,1.5,0.1,3.1,8.2,0.8
CCOc1ccc(CC(=O)C2=C(N3CCOCC3)CC(C)(C)CC2=O)cc1OCC,-5.9,-3.4,-1.3,-10.7,-0.1,-1.1,-10.9,-6.0
COc1ccccc1N1CCN(C(=O)C(C)NC(=O)c2ccco2)CC1 (centres undefined),4.1,-0.4,-0.9,-10.7,0.4,2.1,-3.0,1.9
S=C1SCN(Cc2cccnc2)CN1Cc1ccccc1,-1.8,-2.2,-0.2,1.6,0.0,-3.7,-10.9,0.2
O=C(C[C@@H]1CC[C@@H]2[C@H](COC[C@@H](O)CN2Cc2cccc(C(F)(F)F)c2)O1)NCCc1ccccc1,-2.3,0.0,-17.0,3.3,0.0,-4.2,19.8,-8.3
Cc1cc(=O)n2cccc(O)c2n1,-5.9,·,4.3,4.4,0.0,1.4,0.7,·
Cn1c(=O)c2ncn(CC(=O)O)c2n(C)c1=O,26.1,·,-1.9,·,0.0,-0.3,2.3,·
C[C@@H]1CN([C@H](C)CO)C(=O)c2cc(NC(=O)C3CCCCC3)ccc2O[C@@H](C)CCCCO[C@@H]1CN(C)Cc1ccc(Cl)c(Cl)c1,-23.5,-0.3,-2.2,0.3,1.7,-2.8,-16.4,-8.9
CCCCNC(=S)N(C)N=C1CCC(c2ccccc2)CC1 (centres undefined),-0.4,·,-0.3,·,0.0,1.4,-7.5,·

Later entries
molecule,S100A4 inh HTS,E-selectin induc,ERp5 inh,esBAF inh,Xi reactivation,ERAP1 HTS inh,RAD52 inh,RAD54 inh
CN(c1ccc(OCC(=O)O)cc1)S(=O)(=O)c1ccc2ccccc2c1,-3.5,0.4,-3.3,4.0,0.1,-8.4,-12.0,-9.5
CC(C)C(=O)NC(c1ccccc1)c1cc([N+](=O)[O-])c2cccnc2c1O (centres undefined),1.3,·,10.6,·,0.0,-0.9,-1.2,·
C[C@@H]1CCCCO[C@@H](CN(C)C(=O)CCCN(C)C)[C@@H](C)CN([C@H](C)CO)C(=O)c2cc(N(C)C)ccc2O1,6.9&68.1&4.3,0.0&1.6,-5.6&4.7&-2.1,-8.5&-0.3&0.7,0.0&0.0,1.9&0.1,13.9&-29.1&-29.4,-8.0&-15.4&-8.8
COc1ccc(-n2nc3cc(C)c(NC(C)=O)cc3n2)cc1,8.8,·,-4.3,-48.7,0.0,7.3,-11.2,1.1

Assay outcomes deposited in PubChem BioAssay by Broad Institute.
